KAT2A inh: qHTS Assay for Inhibitors of GCN5L2. Histone acetyltransferase KAT2A (Homo sapiens), Q92830. GCN5L2 HAT assay, ThioGlo1 CoA-SH fluorescence. Potency, µM (doses to about 58.9 µM), without a hit: at the top dose activity change, negative = inhibition, most hits filed as inhibitors. actives 0.21% (n = 390,000). AID 504327, 2011
Target sequence (Q92830 whole entry, looked up): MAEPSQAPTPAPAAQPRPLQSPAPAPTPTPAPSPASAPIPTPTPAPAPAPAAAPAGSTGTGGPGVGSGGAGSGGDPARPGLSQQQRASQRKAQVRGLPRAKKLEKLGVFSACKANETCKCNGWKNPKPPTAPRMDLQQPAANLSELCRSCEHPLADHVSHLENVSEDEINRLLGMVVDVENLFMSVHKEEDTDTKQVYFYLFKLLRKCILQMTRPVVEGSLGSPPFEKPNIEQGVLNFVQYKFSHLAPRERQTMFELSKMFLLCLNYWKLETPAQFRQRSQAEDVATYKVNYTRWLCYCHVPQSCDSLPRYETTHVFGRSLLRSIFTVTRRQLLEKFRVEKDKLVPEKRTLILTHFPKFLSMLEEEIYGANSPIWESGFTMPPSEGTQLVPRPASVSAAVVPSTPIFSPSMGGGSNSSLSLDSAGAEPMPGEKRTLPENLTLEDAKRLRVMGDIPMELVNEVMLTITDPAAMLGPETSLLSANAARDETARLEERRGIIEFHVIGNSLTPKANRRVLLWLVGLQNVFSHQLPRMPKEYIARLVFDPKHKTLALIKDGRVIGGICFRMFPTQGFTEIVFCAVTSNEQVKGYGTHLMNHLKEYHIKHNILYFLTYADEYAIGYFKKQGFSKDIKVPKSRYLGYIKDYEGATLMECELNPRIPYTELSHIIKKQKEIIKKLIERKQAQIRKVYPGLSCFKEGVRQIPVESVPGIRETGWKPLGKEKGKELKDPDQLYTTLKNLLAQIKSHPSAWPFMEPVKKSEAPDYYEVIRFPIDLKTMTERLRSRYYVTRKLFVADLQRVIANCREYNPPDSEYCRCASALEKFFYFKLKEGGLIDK
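GCN5L2 (20nM final) in 50mM HEPES, 0.1mM EDTA pH 7.5, 0.01% Tween-20 was preincubated 15 min at room temperature with compound, then given ThioGlo1 (50uM), H3(1-25) peptide (75uM) and acetyl-CoA (70uM); CoA-thiol fluorescence (Ex340/Em540) was read at 0 and 20 min.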
DT40 TDP1 CPT: qHTS for Inhibitors of human tyrosyl-DNA phosphodiesterase 1 (TDP1): qHTS in cells in presence of CPT; chicken DT40 Tdp1-/-;hTDP1 cells + 20 nM CPT, ATP luminescence, 48 h; Potency, µM (doses to about 46.2 µM), inactives show at the top dose activity change, negative = growth inhibition, actives largely listed as inhibitors; actives 12% (n = 420,000); AID 686979, 2013; further: nearly all actives have a fitted effect of over 55% in size
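Chicken DT40 Tdp1-/- cells complemented with human TDP1, 400 cells/well, exposed to compounds plus 20 nM camptothecin for at least 48 h at 37 C; viability read as ATP content by CellTiter-Glo luminescence.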
FEN1 inhibitor: qHTS Assay for the Inhibitors of Human Flap endonuclease 1 (FEN1). Potency, µM (highest dose often 114 µM), inactives show at the top dose activity change, negative = inhibition, hits mostly inhibitors. Recombinant FEN1 flap cleavage, fluorescence, 15 min. actives 0.35% (n = 390,000). P39748; further: nearly all actives have a fitted effect of over 65% in size
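Read-out was taken twice, immediately and after 15 min, following addition of 50 nM substrate to 10 nM FEN1 that had sat with test compound for 15 min at room temperature. Curves came from a four-parameter Hill model.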
The depositor's hits bear a star; u = inconclusive; x = not tested or not shown; & = joins results of further samples; [ ] = dose if it differs, or a comment. The call rests on the fitted dose curve; in most records, active means well fitted curve in the direction sought with a large enough effect; inconclusive means small, poorly fitted or top-dose-only effect, or another doubt; inactive means no such curve, though single readings can be large; an effect the other way counts as inactive or inconclusive. On the % scale 0 is the no-effect control and ±100 the full control effect; potency means the concentration at half of the fitted maximal effect. This is a subset; the hit share may differ from the screen's.

SMILES	KAT2A inh	DT40 TDP1 CPT	FEN1 inhibitor
CCOC(=O)c1[nH]c2c(c1C)C(=O)CC(c1ccco1)C2 (stereo not given)	-18%	0.58µM*	u
COc1nc(OC)nc(N2CCC(NC(=O)C(Cc3ccc(C(C)C)cc3)NC(C)=O)CC2)n1 (stereo not given)	-15%	-13%	-6%
CCCCn1nc(NC(=O)c2cccc(Cl)c2)c2cc3ccccc3nc21	-5%	u	1%
Nc1cc(=O)[nH]c(=O)n1CC1CC1	1%	5%	-6%
Cc1c(C(=O)N(C)c2ccccc2Cl)cnn1-c1ccccc1	-3%	11%	-7%
COc1ccc(-c2cc(C(F)(F)F)n3nc(C(=O)Nc4cccc(Cl)c4Cl)cc3n2)cc1OC	27%	-5%	0%
Cc1cccc(C(=O)Nc2cccc3c2CCCC3)c1	-2%	18µM*	3%
CC(C)Cc1nnc(NC(=O)CSc2nc(-c3ccccc3)cc(=O)[nH]2)s1	-8%	-21%	-11%
CC(=O)Nc1ccc(OCC(=O)NCCc2ccccc2)cc1	-15%	18%	-3%
CCCC(=O)NC(=S)Nc1ccccc1OC	x	0%	1%
O=C(COC(=O)c1cc([N+](=O)[O-])ccc1NCc1ccccc1)NC1CCCCC1	-4%	u	9%
Cn1c2c(c(=O)n(C)c1=O)C(c1ccccc1C(F)(F)F)CC(=O)N2 (stereo not given)	-3%	u	0%

Reprinted from the part before: 2 entries; new compounds follow.
SMILES	KAT2A inh	DT40 TDP1 CPT	FEN1 inhibitor
O=C(COC(=O)c1cc([N+](=O)[O-])ccc1NCc1ccccc1)NC1CCCCC1	-4%	u	9%
Cn1c2c(c(=O)n(C)c1=O)C(c1ccccc1C(F)(F)F)CC(=O)N2 (stereo not given)	-3%	u	0%
COc1ccc(N2CCN(C(=O)[C@@H]3CCCN3C3=NS(=O)(=O)c4ccccc43)CC2)cc1	-5%	-11%	4%
O=C(NC1CCCC1)C(c1c[nH]c2ccccc12)N(C(=O)Cn1nnc(-c2ccc(Cl)cc2)n1)c1ccccc1 (stereo not given)	-12%	-16%	-8%
O=C(c1csc2c1CCCC2)N1CCN(c2ncccn2)CC1	2%	-7%	11%
Cc1ccc(C)c(S(=O)(=O)Nc2ccc(C(=O)NCCc3ccccn3)cc2)c1	-10%	-10%	6%
COCCn1c(SCC(=O)NCCc2ccc(OC)c(OC)c2)nc2c([nH]c3ccccc32)c1=O	-1%	-4%	2%
Cc1ccccc1-c1noc(CNC(=O)c2ccco2)n1	-1%	40%[activator]	0%
Cc1nn(-c2ccc(N3CCOCC3)nn2)c(C)c1CCC(=O)N1CCN(C)CC1	-9%	0%	-20%
Cc1ccc(C)c(N2CCN(C(=O)C34CC5CC(C3)CC(n3nnc(C)n3)(C5)C4)CC2)c1	u	6.5µM*	-9%
COCCn1c(=NC(=O)c2ccc3c(c2)OCCO3)sc2cc(NC(C)=O)ccc21	-20%	u	-2%
CSCC[C@H](NC(=O)NCCC1=CCCCC1)C(=O)O	7%	-10%	-2%
Cc1cc(=O)[nH]c(N/N=C/c2ccc(C)o2)n1	-4%	-19%	-3%
O=C(Nc1nnc(N2CCCCCC2)s1)c1cc(-c2ccc(Br)cc2)on1	-9%	0%	-5%
O=C(COC(=O)c1ccc(OC(F)F)cc1)NCCCN1CCCC1=O	3%	-5%	17%
CC(=O)NC1CC2CCCC(C1)N2S(=O)(=O)c1ccccc1 (stereo not given)	0%	10%	3%
Cc1ccc(OCC(=O)Nc2ccc3nc(SCC(=O)N4CCc5ccccc54)sc3c2)cc1	-11%	3%	-10%
CC1(c2ccc3ccccc3c2)NC(=O)N(CC(=O)N2CCN(Cc3ccc(C#N)cc3)CC2)C1=O (stereo not given)	-12%	3.3µM*	-4%
COC(=O)c1ccc(N=NN2CCCCC2)cc1	5%	-6%	-9%
CC(=O)c1cccc(NC(=O)Cn2c(=O)c(CNc3ccc(C)cc3)cc3cc4c(cc32)OCCO4)c1	-12%	x	-15%
CC1CCc2c(sc(NC(=O)CCc3nc4ccccc4c(=O)[nH]3)c2C#N)C1 (stereo not given)	-4%	16µM*	-19%
CCC(=O)N1CCc2cc(S(=O)(=O)CCC(=O)N(C)c3ccc(OC)cc3)ccc21	-7%&-1%	-5%&-5%	-13%&-3%
COC(=O)[C@@H]1C(c2c(OC)cc(OC)cc2OC)=NO[C@H]1C(=O)OC	-1%	17%	-1%
CCCCNC(=O)C(=O)NC(C)CCc1ccccc1 (stereo not given)	-5%	-2%	-3%
CCOC(=O)c1sc(=S)n(CC)c1N	-6%	4%	-13%
CCC(Sc1nc2n[nH]c(C)c2c(=N)n1-c1cccc(Cl)c1)C(=O)NCCOC (stereo not given)	-11%	23µM*	-17%
COc1ccccc1N(C)C(=O)Cn1c(=O)oc2cc(S(=O)(=O)N3CCCC3)ccc21	-6%	u	0%
CP(=O)(Nc1cc(Cl)ccc1Cl)c1nc2c(s1)CCCC2 (stereo not given)	-7%	u	-2%
Cc1ccc(/C=C/C(=O)N2CCCN(C(=O)/C=C/c3ccc(C)cc3)CC2)cc1	18%	u	4%
O=c1c2sc3ccccc3c2n(Cc2ccccc2Cl)c(=O)n1Cc1ccccc1	4%	-18%	-20%
O=C1CC(=O)N(CCc2ccc(F)cc2)C(=O)N1	2%	-7%	4%
COc1cccc(NC(=O)CSc2nnnn2C2CCCCC2)c1	-11%	-11%	5%
Cc1cc(C)n(-c2nnc(C)n2NC(=O)c2cccc(Cl)c2)n1	-5%	1%	-3%
CCOC(=O)C1=C(c2ccccc2)Nc2ncnn2C1c1ccccn1 (stereo not given)	-15%	-12%	6%
C=CCn1c(N)cc(=O)nc1SCC(=O)Nc1cccc2ccccc12	-2%	-12%	3%
COc1nc(Nc2cccc(C(F)(F)F)c2)nc(OC)n1	1%	-10%	8%
CN(C)c1ccc(Cn2ccc3ccccc32)cc1	x	-30%	u
CN(C)c1ccc(C(=O)OCC(=O)NCCCc2ccccc2)cc1	-15%	-18%	-13%
O=C(COC(=O)CNC(=O)c1ccc(Cl)cc1Cl)NC1CC1	2%	18%	2%
CCCCc1cc(O)c(CCCC)c(O)c1	0%	21µM*	-6%
COc1ccc(S(=O)(=O)N2CCC(C(=O)Nc3ccc(F)cc3)CC2)c2cccnc12	-6%	10%	1%
CCOC(=O)c1c(S(=O)(=O)N2CCN(c3ccc(F)cc3)CC2)c(C)n(C)c1C	-9%	u	-5%
CCN(Cc1ccccc1)Cc1c(O)ccc2c(=O)c(-c3ccccc3Cl)c(C(F)(F)F)oc12	-8%	18µM*	6%
O=C(CC(CC(=O)c1ccc(Br)cc1)c1cccnc1)c1ccc(Br)cc1	4%	15µM*	-6%
Cc1cccc(NC(=O)c2nc[nH]c2C(=O)NCC(=O)OCc2ccccc2)c1	-5%	u	-2%
COc1ccc(-n2nc(C(=O)NCC(=O)NCCCN3CCN(C)CC3)c3ccccc3c2=O)cc1OC	-10%	4%	-3%
Cc1cccc(CC(C)NC(=O)c2cc(COc3ccc(C)c(C)c3)on2)n1 (stereo not given)	-7%	21µM*	-4%
COc1ccc(CC(=O)NC(C)c2nnc(SCc3nc4ccccc4c(=O)[nH]3)n2C)cc1 (stereo not given)	1%	0%	-6%
COc1ccc(OC)c(-c2cc(C(=O)Nc3c(C)nn(Cc4ccccc4Cl)c3C)no2)c1	-18%	15µM*	-18%
Cc1cc(C)cc(Nc2nnc(-n3nc(C)cc3C)c3ccccc23)c1	-14%	u	8%

Arranged by heavy-atom count (high to low): part of the list above
SMILES	KAT2A inh	DT40 TDP1 CPT	FEN1 inhibitor
COc1ccc(-n2nc(C(=O)NCC(=O)NCCCN3CCN(C)CC3)c3ccccc3c2=O)cc1OC	-10%	4%	-3%
CCN(Cc1ccccc1)Cc1c(O)ccc2c(=O)c(-c3ccccc3Cl)c(C(F)(F)F)oc12	-8%	18µM*	6%
COc1ccc(OC)c(-c2cc(C(=O)Nc3c(C)nn(Cc4ccccc4Cl)c3C)no2)c1	-18%	15µM*	-18%
COc1ccc(S(=O)(=O)N2CCC(C(=O)Nc3ccc(F)cc3)CC2)c2cccnc12	-6%	10%	1%
CCOC(=O)c1c(S(=O)(=O)N2CCN(c3ccc(F)cc3)CC2)c(C)n(C)c1C	-9%	u	-5%
Cc1cccc(CC(C)NC(=O)c2cc(COc3ccc(C)c(C)c3)on2)n1 (stereo not given)	-7%	21µM*	-4%
Cc1cc(C)cc(Nc2nnc(-n3nc(C)cc3C)c3ccccc23)c1	-14%	u	8%
CN(C)c1ccc(C(=O)OCC(=O)NCCCc2ccccc2)cc1	-15%	-18%	-13%
O=C(COC(=O)CNC(=O)c1ccc(Cl)cc1Cl)NC1CC1	2%	18%	2%
COc1nc(Nc2cccc(C(F)(F)F)c2)nc(OC)n1	1%	-10%	8%
CN(C)c1ccc(Cn2ccc3ccccc32)cc1	x	-30%	u
CCCCc1cc(O)c(CCCC)c(O)c1	0%	21µM*	-6%

Going on with the list.
SMILES	KAT2A inh	DT40 TDP1 CPT	FEN1 inhibitor
COc1ccc(Cl)cc1S(=O)(=O)n1ccnc1C(C)C	-3%	-4%	16%
O=C(N/N=C/c1c(Cl)[nH]c2ccccc12)c1ccc2c(c1)OCCO2	3%	u	-17%
CCOC(=O)Cc1nn(C(C)C)c(=O)c2ccccc12	-7%	5%	6%
S=C(Nc1ccccc1)Nc1ccc(Br)cn1	0%	6.5µM*	-8%
CCOC(=O)c1c(-c2ccc(C)cc2)csc1NC(=O)CCN1CC(C)OC(C)C1 (stereo not given)	-14%	u	-13%
COc1ccc(CC(=O)Nc2cccc(C(=O)Nc3ccccc3C(=O)O)c2)cc1OC	1%	-3%	9%
O=C(Nc1nccs1)c1ccccn1	-8%	u	-9%
CN(C)S(=O)(=O)c1cccc(NC(=O)c2ccc(COc3ccccc3)cc2)c1	-11%	18µM*	8%
Cc1ccc(NC(=O)c2c(C)noc2-c2snnc2C)cc1	0%	u	5%
Cc1ccc(-n2nc(CO)c(C(=O)NCc3ccccn3)n2)cc1C	-3%	-17%	-11%
CCOc1ccc(NC(=O)c2cc(S(=O)(=O)N3CCc4ccccc43)ccc2F)cc1	-17%	8.2µM*	-13%
COc1ccc(-c2cc(C(=O)OC(C)C(=O)c3ccccc3)c3cccc(Cl)c3n2)cc1 (stereo not given)	-5%	-7%	22%
O=C(NCC1CCCN1S(=O)(=O)c1ccccc1)c1cccc(Cl)c1 (stereo not given)	1%	u	-11%
O=C(OCc1nnc(-c2ccc([N+](=O)[O-])cc2)o1)C1CCN(C(=O)c2ccc(Cl)cc2)CC1	-4%	-22%	-4%
Cc1ccc2nc3c(cc(C#N)c(=O)n3-c3nnc(SCc4ccccc4)s3)c(=O)n2c1	-8%	-24%	-14%
Cc1ccc(C(=O)N/N=C(\CC(C)C)c2ccccc2)cc1	-1%	u	0%
COCCN1C(=O)N[C@@H](c2ccccc2)[C@H](C(=O)OC)[C@H]1C	x	-2%	21%
Cc1ccc(C(=O)NNC(=O)CSc2n[nH]c(-c3cccnc3)n2)cc1	-7%	2%	4%
CCN(CCn1cccn1)C(=O)c1ccc(OC2CCN(C(=O)COC)CC2)cc1	3%	-6%	-1%
S=C(NCc1ccccc1Cl)NC1CCCC1	1%	u	0%
Cc1ccc(NC(=O)CCc2nc3cccnc3n2-c2ccccc2)cc1	1%	u	-1%
O=C(Nc1ccc(Cl)c(C(F)(F)F)c1)C1CCN(S(=O)(=O)c2cccc3nonc23)CC1	-10%	13µM*	u
Cc1cccc(C)c1Nc1c(-c2cccs2)nc2ncccn12	1%	21µM*	-20%
Cc1nnc2sc(SCc3cccc(Cl)c3)nn2c1=O	-7%	-8%	11%
CC(=O)c1c(C)[nH]c(C(=O)CN2CCN(S(=O)(=O)c3ccc(C(C)C)cc3)CC2)c1C	2%	15µM*	9%
O=c1c2[nH]c3ccc(Br)cc3c2ncn1CCCn1ccnc1	28%	-16%	-6%
Nc1cc(=O)[nH]c(SCCSc2ccccc2)n1	-1%	u	23%
Cc1nc(C)n(CC(=O)N2CCCC(C(=O)c3cccc4ccccc34)C2)n1 (stereo not given)	-4%	-3%	-4%
O=C(NCCc1ccccc1)C1=COCCO1	0%	-15%	2%
CC(CC(=O)OCC(=O)NCc1ccc(Cl)cc1)c1ccccc1 (stereo not given)	-2%	3%	11%
O=C(Nc1ccc2c(c1)OCO2)C1CCCCN1S(=O)(=O)c1ccccc1 (stereo not given)	-11%	u	3%
CC1CCN(c2ncnc3c2cnn3-c2ccc(F)cc2)CC1	-15%	-7%	-14%
CC1=N/C(=C/c2ccc([N+](=O)[O-])cc2)C(=O)N1c1ccc(Cl)cc1Cl	-5%	u	-1%
O=C(CCC1CC(=O)Nc2ccccc21)NCc1ccccc1 (stereo not given)	-3%	-1%	-19%
CCOC(=O)N1CCN(C(=O)c2ccc3c(SCC(=O)O)c4c(nc3c2)CCCC4)CC1	0%	10%	-3%
O=C(Cn1cc(SCc2c(F)cccc2Cl)c2ccccc21)N1CCCCCC1	-14%	23µM*	10%
